FAK blocker: FAK kinase inhibitors, primary screen, biochemical. Focal adhesion kinase 1 (Homo sapiens), Q05397. biochemical FAK kinase activity assay. inhibition, %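 (tested at 7 µM)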. actives 0.84% (n = 97,000); in the data active = inhibition above about 19%;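 note: 0% = DMSO and 100% = reference compound high control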
PTPN22 inh 2: PTPN22 phosphatase inhibitors, primary screen, biochemical, DiFMUP fluorescence, 2 µM | actives 0.21% (n = 96,000) | AID 640, 2007 | recombinant LYP catalytic domain | Tyrosine-protein phosphatase non-receptor type 22 (Homo sapiens), Q9Y2R2 | inhibition, % at 2 µM;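 active = inhibition at 2 µM at or above a set limit, the screen mean plus 3 SD, cut at about 24% in these data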;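 note: 0% = DMSO with enzyme and 100% = enzyme fully blocked by orthovanadate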
Target sequence (Q9Y2R2 whole entry, looked up, the tested form may be a part): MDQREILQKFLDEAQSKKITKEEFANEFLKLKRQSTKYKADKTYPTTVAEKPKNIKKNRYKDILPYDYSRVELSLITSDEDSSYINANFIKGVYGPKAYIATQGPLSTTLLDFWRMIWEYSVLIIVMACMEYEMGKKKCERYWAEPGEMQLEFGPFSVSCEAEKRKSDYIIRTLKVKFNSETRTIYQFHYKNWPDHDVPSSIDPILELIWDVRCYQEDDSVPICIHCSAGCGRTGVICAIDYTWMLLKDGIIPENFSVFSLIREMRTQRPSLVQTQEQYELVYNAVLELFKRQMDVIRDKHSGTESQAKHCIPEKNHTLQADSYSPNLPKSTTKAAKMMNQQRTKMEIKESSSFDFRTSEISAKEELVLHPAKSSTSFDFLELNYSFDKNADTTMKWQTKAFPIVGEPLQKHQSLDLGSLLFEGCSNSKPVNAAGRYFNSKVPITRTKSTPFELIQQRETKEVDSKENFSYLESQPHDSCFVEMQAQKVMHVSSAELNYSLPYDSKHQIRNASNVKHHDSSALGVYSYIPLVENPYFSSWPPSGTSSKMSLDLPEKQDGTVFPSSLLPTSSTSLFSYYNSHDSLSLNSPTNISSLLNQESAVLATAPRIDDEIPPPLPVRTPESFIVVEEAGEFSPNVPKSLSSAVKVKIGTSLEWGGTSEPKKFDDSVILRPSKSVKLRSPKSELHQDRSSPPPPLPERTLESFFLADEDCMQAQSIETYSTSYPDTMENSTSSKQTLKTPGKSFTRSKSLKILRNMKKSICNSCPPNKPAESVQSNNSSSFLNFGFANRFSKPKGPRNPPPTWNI
LYP act: LYP phosphatase activators, primary screen, biochemical, DiFMUP fluorescence, 2 µM; recombinant LYP; 0 = plate median, 100 = signal doubled; activation, % at 2 µM; actives 0.11% (n = 96,000); AID 697, 2007;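 active = activation at 2 µM above a set limit, the mean plus 5 SD, cut at about 37% in these data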
PostGolgi yeast: phenotypic screen on post-Golgi transport, primary screen. AID 739, 2007. post-Golgi transport phenotypic cell assay. actives 0.9% (n = 98,000). inhibition, % at 10 µM;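 note: yeast cells grown in 1536-well plates; yeast grown about 18 h at 30C before absorbance read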
EphB4 ephrin blk: EphB4-ephrin-B2 interaction antagonists, primary screen, biochemical, TNYL-RAW peptide probe, fluorescence polarization; Ephrin type-B receptor 4 (Homo sapiens), P54760; EphB4 LBD / TNYL-RAW-Alexa532 peptide; inhibition, % at 7 µM; actives 0.15% (n = 97,000); AID 720, 2007;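 active = inhibition above the screen-wide mean inhibition plus 3 SD, cut at about 15% in these data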;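 note: 0% = DMSO wells and 100% = excess unlabeled TNYL-RAW peptide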
PostGolgi ctrl: growth inhibition of yeast control strain, primary screen, counter-screen for post-Golgi transport modulator project. efflux-deficient yeast background strain, growth absorbance A615, 16 h. inhibition, % at 10 µM. actives 5% (n = 98,000)
S1P2 antag: human S1P2 receptor antagonists, primary screen, cell-based; actives 0.21% (n = 97,000); inhibition, % at 5 µM; cell-based S1P2 antagonist assay, inhibition at 5 uM; AID 736, 2007; in the data active = inhibition above about 45%;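 note: CRE beta-lactamase reporter cells expressing human S1P2 stimulated with S1P; 0% = agonist at EC80 alone and 100% = agonist plus reference antagonist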
Rev-RRE block: HIV-1 Rev-RRE binding inhibitors, primary screen, biochemical, FRET, protein-RNA interaction. P05866. Rev peptide-RRE RNA binding. inhibition, % at 8 µM. actives 0.79% (n = 97,000). AID 704, 2007;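 active = inhibition above the screen-wide mean plus 3 SD, cut at about 35% in these data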;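 note: 0% = median DMSO wells and 100% = median Neomycin B control wells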
Target sequence (P05866 whole entry, looked up): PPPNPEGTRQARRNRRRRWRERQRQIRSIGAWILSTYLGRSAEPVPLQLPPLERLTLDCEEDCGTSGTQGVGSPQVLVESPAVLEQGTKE
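Test system – labelled RRE RNA duplex and labelled Rev peptide · Signal – fluorescein-to-Cy5 FRET, 480 nm excitation · Evaluation – % inhibition of FRET ratio versus controls · Benchmarks – DMSO low control, neomycin B high control · Incubation – 5 min RNA-compound premix plus 15 min binding step, 25 °C · Medium – HEPES pH 7.5 salt buffer with EDTA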
S1P2 ag: S1P2 receptor agonists, primary screen, cell-based. Sphingosine 1-phosphate receptor 2 (Homo sapiens), O95136. S1P2-expressing cell line, agonist reporter read-out. activation, % at 4.5 µM. actives 0.46% (n = 97,000); in the data active = activation above about 16%;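 note: 0% = vehicle low control and 100% = maximal reference agonist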
Active calls of the source: *; x = no result given. Cut-off read from the data, not from the text of the source, unless noted: active = inhibition above about 30%; inactive = the rest. The order is random; 7% or so of the library scored in one or more.

SMILES	FAK blocker	PTPN22 inh 2	LYP act	PostGolgi yeast	EphB4 ephrin blk	PostGolgi ctrl	S1P2 antag	Rev-RRE block	S1P2 ag
O=C(c1ccc2c(c1)N(Cc1ccccc1)C(=O)c1ccccc1S2)N1CCCC1	-8	2	1	29	3	45*	-6	-3	-6
Cc1cc(NC(=O)C2CCCN2C(=O)Nc2c(C)cccc2C)ccc1-n1cnnn1 (stereo not drawn)	0	-3	5	x	2	x	-6	4	-5
CCOC(=O)CSc1nnc(-c2cccs2)n1-c1ccccc1	0	-8	2	-11	-7	2	10	3	-4
CCCCC(CCC(=O)Nc1ccc(C(=O)OCC)cc1)C(=O)O (stereo not drawn)	2	8	-4	-2	-5	-5	12	5	-7
CC1CCC2C(=O)N(c3ccccc3OC(=O)c3ccccc3)C(=O)C2C1 (stereo not drawn)	2	2	0	-3	3	11	-3	7	-10
Cn1c(=O)n(Cc2ccccc2)c(=O)c2c1nc1n2CCS1	-1	6	-6	-2	-1	-11	-9	7	-5
CCCCC(=O)Nc1ccc(Br)cc1C(=O)O	4	-2	2	-9	0	-4	20	9	-8
NNC(=O)COc1cccc2cccnc12	-2	-3	2	x	-3	x	-7	8	-6
CCN(CC)c1ccc(/C=C2\C(=O)N(c3ccc([N+](=O)[O-])cc3)N=C2N2CCOCC2)cc1	3	-7	7	x	0	x	7	6	-6
COC(=O)c1cc(NC(=O)CSc2nc(C)cc(=O)[nH]2)cc(C(=O)OC)c1	0	-3	2	18	0	1	-14	-2	2
COc1nc(N2CCOCC2)nc(-n2cccc2)n1	2	-9	6	-11	5	8	-4	1	-1
CCCN1C(=O)SC(CC(=O)Nc2cccc3ccccc23)C1=O (stereo not drawn)	-1	-3	1	x	7	x	-1	3	-3
Fc1ccccc1-c1nc(-c2ccc(Cl)cc2)no1	0	2	-5	x	-3	x	-2	4	-4
COc1ccc(-c2nn(CC(=O)Nc3ccc(Cl)c(Cl)c3)c(=O)c3ccccc23)cc1	1	11	-10	7	8	32*	6	8	-9
O=C(/C=C/c1ccccc1Cl)NC(=S)Nc1ccccc1C(=O)NC1CCCCC1	-3	15	-13	2	1	11	13	2	-7

Structural class, the compounds so far containing an aryl methoxy group.
SMILES	FAK blocker	PTPN22 inh 2	LYP act	PostGolgi yeast	EphB4 ephrin blk	PostGolgi ctrl	S1P2 antag	Rev-RRE block	S1P2 ag
COc1nc(N2CCOCC2)nc(-n2cccc2)n1	2	-9	6	-11	5	8	-4	1	-1
COc1ccc(-c2nn(CC(=O)Nc3ccc(Cl)c(Cl)c3)c(=O)c3ccccc23)cc1	1	11	-10	7	8	32*	6	8	-9

More compounds
SMILES	FAK blocker	PTPN22 inh 2	LYP act	PostGolgi yeast	EphB4 ephrin blk	PostGolgi ctrl	S1P2 antag	Rev-RRE block	S1P2 ag
COc1ccccc1Cn1nnc2c(=O)[nH]c(C3CCN(C(=O)c4ccccc4Cl)CC3)nc21	6	0	2	2	0	1	12	8	-6
CCOc1cc(NC(=O)c2ccco2)c(OCC)cc1NC(=O)Cc1cccc(OC)c1	2	-1	4	-5	-4	1	14	10	-9
CCCCCCC/C(C)=N/NC(=O)CC(=O)NCCc1ccccc1	-7	-9	13	-3	-4	8	12	3	-11
CCCNC(=O)N[C@@H](Cc1ccccc1)C(=O)OC	-1	-4	5	-5	-3	4	-28	3	2
Cc1ccc(-c2nc(NC(=O)c3nn(C)cc3[N+](=O)[O-])sc2C)cc1	-2	10	-7	14	0	1	43	8	-8
c1ccc(-n2nc3c(ccc4cnnc43)[nH]2)cc1	12	-2	1	5	0	19	9	2	-4
CC(=O)N1CCc2cc(C(=O)CN3CCCCC3)ccc21	-8	-12	8	0	-7	5	-1	3	-4
COc1ccccc1-c1nc(C(N)=O)c2[nH]c(=O)n(-c3cccc(C)c3)c2n1	2	8	-7	3	2	10	-7	3	-2
CC(=O)NC1(c2cccc(F)c2)CCN(CC(=O)NC2CCCCC2)CC1	-1	-2	0	1	0	2	22	1	-2
C=CCNC(=O)c1ccccc1NC(=O)c1ccccc1C	0	0	0	x	3	x	2	2	-7
Cc1cccc(OCCCCCn2ccnc2)c1	-3	-6	3	-6	-4	3	18	1	-7
COc1ccccc1OCc1ccc(C(=O)Nc2ccncc2)o1	4	8	-7	1	2	2	-2	1	-7
CCOC(=O)c1cc2ccc3ccccc3c2s1	1	-22	22	x	5	x	-10	18	-8
CCOC(=O)N1CCN(Cc2nc3c(c(=O)n(C)c(=O)n3C)n2Cc2ccccc2C)CC1	-2	-7	4	18	-3	0	-5	2	-9
O=C(Cc1sc(-c2ccccc2)nc1-c1ccccc1)Nc1ccc(Cl)cc1	-12	4	-4	-6	3	8	0	4	-4

3 of the entries above in order of the PTPN22 inh 2 value, largest number first:
canonical_smiles,FAK blocker,PTPN22 inh 2,LYP act,PostGolgi yeast,EphB4 ephrin blk,S1P2 antag,Rev-RRE block,S1P2 ag
COc1ccccc1OCc1ccc(C(=O)Nc2ccncc2)o1,4,8,-7,1,2,-2,1,-7
CCCNC(=O)N[C@@H](Cc1ccccc1)C(=O)OC,-1,-4,5,-5,-3,-28,3,2
CCOC(=O)c1cc2ccc3ccccc3c2s1,1,-22,22,x,5,-10,18,-8

Next compounds.
SMILES	FAK blocker	PTPN22 inh 2	LYP act	PostGolgi yeast	EphB4 ephrin blk	PostGolgi ctrl	S1P2 antag	Rev-RRE block	S1P2 ag
CC(C)C[C@H](NC(=O)Nc1ccc(S(N)(=O)=O)cc1)C(=O)O	-5	-2	0	-8	2	-12	14	9	-5
Cc1ccc2c(C)c(C(=O)Nc3cccnc3)oc2c1	0	2	-2	5	-1	0	-30	8	-3
CCOC(=O)c1ccc(CNC(=O)CCC(=O)O)cc1	-4	-1	3	8	1	24	-38	4	-7
C=CCSC1=N/C(=C\C=C\c2ccco2)C(=O)S1	14	2	-1	-6	-3	-15	14	22	-7
FC(F)(F)c1cc(-c2ccco2)nc(NCc2cccnc2)n1	5	-6	4	3	-3	3	-8	7	-2
Cc1cc(C(=O)CSc2nnc(-c3ccccc3)n2-c2ccccc2)c(C)n1-c1ncn[nH]1	14	6	-5	5	-4	-6	8	2	-2
Cc1cc(NC(=O)c2cc(-c3cccs3)on2)no1	-7	2	-3	2	-3	-5	8	2	-3
COc1ccccc1NC(=O)c1ccc(S(=O)(=O)N2CCCC2)cc1	4	-3	0	-1	1	7	20	2	-4
O=C(CSc1nnc(CNc2ccc(Cl)cc2)o1)Nc1nc2ccccc2s1	-1	0	-1	-9	8	-4	21	10	-5
O=C(c1ccco1)N1CCN(C(=O)C(Sc2ccccc2)c2ccccc2)CC1 (stereo not drawn)	2	-5	4	10	4	1	-6	12	-7
O=C(c1cnc2n(c1=O)CCS2)N(C1CCCCC1)C1CCCCC1	-3	-7	5	-6	-6	3	2	2	0
CCCCCNC(=O)C(C#N)c1nc2ccccc2nc1N1CC(C)OC(C)C1 (stereo not drawn)	0	2	-2	x	-1	x	-4	3	-4
O=C(Nc1ccccc1)NC1(C(=O)NCc2ccc3c(c2)OCO3)CCCCC1	-3	-2	-2	1	-10	-7	-2	-4	0
CN(C)/C=C(/C#N)C(=O)c1cccc(Oc2ccc(C(C)(C)C)cc2)c1	0	-1	5	3	-1	50*	-39	0	-4
N#CC1=C(N)Oc2cc(O)ccc2C1C1CCCCC1 (stereo not drawn)	6	-2	0	-5	5	8	5	4	-5
Cc1cc(=O)n2[nH]c(-c3ccc(Cl)cc3)cc2n1	5	11	-8	-3	2	6	10	10	0
COc1cccc(C2C(C#N)=C(N)Oc3cc(C)n(Cc4ccccn4)c(=O)c32)c1OC (stereo not drawn)	-3	-3	2	-7	3	5	0	6	-5
Cc1ccc(S(=O)(=O)CC(C)N2CCN(C3CCCCC3)CC2)cc1 (stereo not drawn)	-3	-7	-1	x	-1	x	-17	3	-7
CCOC(=O)c1c(-c2ccccc2)oc2ccc(OC)cc12	-1	3	0	24	-4	31*	-16	9	-3
CNC(=O)CSc1nc2nn(-c3ccccc3)c(=O)c-2c2n1CCCCC2	4	12	-8	5	-1	18	16	4	-5
O=c1[nH]c(N2CCCCC2)nc2c1CCCC2	5	4	0	2	-1	20	21	8	-7
Cc1nn(C)c(C)c1CN(C)C(=O)c1cnn2c1NC(c1ccccc1)CC2C(F)(F)F (stereo not drawn)	0	3	-4	0	-4	9	11	0	0
O=C(O)c1nc2ccccc2nc1C(=O)O	2	-4	2	3	-3	4	8	5	-3
COc1ccc(-n2ncc3c(=O)n(CC(=O)OCc4ccccc4)cnc32)cc1	-3	9	-7	2	0	4	8	4	-11
Clc1ccc(CSc2nnc(-c3ccncc3)o2)cc1	4	10	-11	2	-1	0	-11	5	-5
COc1cccc(NC2=NCC(=O)N2Cc2cccs2)c1	-2	-3	0	-3	2	3	-1	0	-4
CCOC(=O)C1CCN(c2ncnc3c2oc2ccc(Cl)cc23)CC1	2	-29	26	5	-6	33*	-35	6	-3
Cc1ccc2cc(CN(CCN3CCOCC3)C(=O)NCc3ccccc3)c(=O)[nH]c2c1C	3	16	-16	1	-3	15	6	4	-5
O=C(COC(=O)c1cc(S(=O)(=O)N2CCOCC2)c(Cl)cc1Cl)Nc1ncc(C(F)(F)F)cc1Cl	0	5	-6	1	-1	8	-6	6	-4
O=S(=O)(c1cccs1)N1CN(CC2CCCO2)c2nc3ccccc3nc21 (stereo not drawn)	2	-7	6	11	-7	-6	1	-2	-4
COc1ccc(CCC(=O)Nc2cc(Cl)ccc2N2CCN(C)CC2)cc1	2	-9	12	-6	2	11	-5	0	10
COCCN(Cc1ccccc1)P(=O)(O)c1ccccc1OCC(=O)O	62*	-7	3	17	5	2	0	7	-1
CC(C)Cc1nnc(NC(=O)c2ccc([N+](=O)[O-])cc2)s1	-1	13	-10	0	-2	16	5	0	-8
CSc1nccc(Nc2ccccc2)c1C#N	4	4	-7	8	1	7	-4	2	-1
O=C(CC(c1ccc(F)cc1)c1ccco1)N1CCOCC1 (stereo not drawn)	-1	2	-2	-10	3	-2	11	-4	-7
COCCN1C=C(C(=O)OC)C(c2ccc(OC)c(OC)c2)C(C(=O)OC)=C1	4	-3	3	0	3	12	20	0	4
CCCc1cc(C(=O)NNC(=S)NC(C)c2ccccc2)cs1 (stereo not drawn)	3	5	-5	10	5	-8	-1	3	-1
O=C(OC(C(=O)O)C(OC(=O)c1ccccc1)C(=O)NCc1ccccc1)c1ccccc1 (stereo not drawn)	-5	10	-8	-3	-4	13	20	-1	-3
CCCNS(=O)(=O)c1ccc(CCC(=O)NCC2CCCO2)cc1 (stereo not drawn)	-1	-6	1	-1	10	0	28	3	-4
O=c1cc(CO)occ1OCc1ccccc1	0	-10	13	-2	1	3	-8	6	-8
CCc1nc2ccccc2n(CCOCCOCCn2c(=O)c(CC)nc3ccccc32)c1=O	9	4	-6	-9	-3	21	5	8	-6
FC(F)(F)c1cnc(Sc2nnc(-c3cccs3)n2CC2CCCO2)c(Cl)c1 (stereo not drawn)	0	-4	3	6	7	10	-2	-4	-3
COc1ccc(OC)c2sc(N3CCN(c4ccccc4)CC3)nc12	-2	-4	1	x	-1	x	-3	-6	-9
COC(=O)NCc1cccc(CNC(=O)OC)c1	2	-8	9	8	-1	-4	7	3	2
O=C(NCc1ccco1)C1CC(c2cccc([N+](=O)[O-])c2)=NO1 (stereo not drawn)	-1	14	-12	-24	-2	5	-7	6	-9
Cc1nc(C)n(CC(O)COc2ccc3ccccc3c2)n1 (stereo not drawn)	-2	11	-18	4	0	2	-5	6	-2
O=C(Nc1ccc(F)cc1F)c1cccn1-c1ncc(C(F)(F)F)cc1Cl	-1	7	-4	0	1	9	1	5	-6
Nc1nc(=S)[nH]c2c1C1(CCCC1)Cc1ccccc1-2	-4	-6	9	-5	-7	1	2	-1	-5

Source: PubChem (several laboratories)
